Screening data (PubChem BioAssay)
a7 integrin act: integrin-mediated muscular dystrophy alleviation activation; Potency, µM (top dose mostly 38.3 µM), for the others: at the highest dose activation, hits mostly activators; alpha7betagal myoblasts, beta-gal FDG fluorescence, 48 h; 350,000 tested, 0.064% active;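 further: potency means the concentration at half of the fitted maximal effect; 100% = response of the positive control SU9516; nearly all actives have a fitted effect of over 60% in size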
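alpha7betagal+/- myoblasts (passage 13, 250/well) treated 48 h at 37C with compounds at 1:260 dilution of DMSO stock. Lysed, then beta-galactosidase activity read as FDG fluorescence (ex 480/em 540) after 30 min, with pre-read for autofluorescence.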
TCR activator: activates T cell receptor signaling | Potency, µM (top dose mostly 9.22 µM), for inactives: at the highest dose activation of IL-2 secretion, hits mostly activators | primary human leukocytes, anti-CD3, IL-2 HTRF, 48 h | 330,000 tested, under 10 active; further: % of control where 0% means no effect
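Using a-CD3 beads without co-stimulation, primary human leukocytes were exposed to compounds for 48 hr. An HTRF IL-2 kit measured the cytokine, with europium-to-d2 energy transfer producing emission at 665nm upon 320nm excitation.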
TSG101-PTAP inh: blocks PTAP/TSG101 interaction to inhibit HIV-1 budding | Q99816 | Fluorescence polarization, FITC-PTAP peptide / Tsg101 binding | Potency, µM (series often up to 115 µM), for inactives: at the highest dose activity change, negative = inhibition, most hits filed as inhibitors | 340,000 tested, under 10 active | AID 493005; active means well fitted inhibition curve with a large enough effect in the main read-out, with a control signal flat, not every such curve was filed as active; inconclusive means small, poorly fitted or top-dose-only effect, or effect the other way, or a change in a side signal; inactive means no such curve, though single readings can be large or run the other way; further: potency means the concentration at half of the fitted maximal effect; % of control where 0% means no effect
Target sequence (Q99816 whole entry, looked up): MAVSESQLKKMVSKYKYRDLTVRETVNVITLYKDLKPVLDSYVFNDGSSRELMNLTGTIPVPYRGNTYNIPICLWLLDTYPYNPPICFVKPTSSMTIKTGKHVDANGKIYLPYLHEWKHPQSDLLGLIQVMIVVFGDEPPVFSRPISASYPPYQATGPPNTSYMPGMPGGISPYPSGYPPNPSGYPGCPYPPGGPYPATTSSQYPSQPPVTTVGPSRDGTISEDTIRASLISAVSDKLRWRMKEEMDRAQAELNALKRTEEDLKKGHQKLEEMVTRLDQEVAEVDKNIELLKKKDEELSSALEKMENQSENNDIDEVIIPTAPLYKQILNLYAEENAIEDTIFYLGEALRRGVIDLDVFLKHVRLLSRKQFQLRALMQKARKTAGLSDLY
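Fluorescence polarization binding of Tsg101 binding domain (10 uM final) to FITC-labeled PTAP peptide (50 nM final) in HEPES pH 7.5 buffer with NaCl, Tween 20, EDTA, TCEP. Compounds added before peptide; binding 20 min at RT.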
Tb PFK inh: inhibitors of T. brucei phosphofructokinase; 330,000 tested, 0.17% active; T. brucei PFK, ADP-Glo luminescence; Potency, µM (doses to about 57.5 µM), for inactives: top-dose activity, negative = inhibition, most hits filed as inhibitors; AID 485367; O15648;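 further: potency means the concentration at half of the fitted maximal effect; 0% = uninhibited 1x PFK enzyme wells and -100% = no-enzyme wells; nearly all actives have a fitted effect of over 60% in size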
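Activity is normalized to no-enzyme wells (full inhibition) and 1.25 nM enzyme wells (no inhibition). Reaction: 0.5 mM F6P, 0.1 mM ATP, 45 min RT, ADP-Glo luminescence; concentration-response curves fitted and classed by quality.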
Chronic BCR inh: blocks chronic active B-cell receptor signaling. 340,000 tested, 0.05% active. ABC-DLBCL IkBa-CBG/CBR reporter, luminescence ratio, 4 h. AID 493014. Potency, µM (highest dose often 46.1 µM), without a hit: at the highest dose ratio change, negative = lower green/red ratio, hits mostly inhibitors; active means well fitted inhibition curve with a large enough effect in the signal ratio, with a control signal flat, not every such curve was filed as active; inconclusive means small, poorly fitted or top-dose-only effect, or effect the other way, or a change in a side signal; the % refers to the signal ratio;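 further: potency means the concentration at half of the fitted maximal effect; plate controls were basal doxycycline-induced cells for no effect and cells given 10 µM MG132 for full effect; MG132 reads +100%, hits lower the ratio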
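TMD8 ABC-DLBCL cells carrying doxycycline-inducible green luciferase fused to IkappaBalpha plus unfused red luciferase were exposed to compounds (up to 46 uM) for 4 hrs at 37C. Activity came from the overlap-corrected green/red luminescence ratio.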
TSHR antagonist: antagonists of human thyroid stimulating hormone receptor | P16473 | TSHR-expressing cells, TSH-stimulated cAMP HTRF, 2 h; active compounds read low | activity change, negative = inhibition, % at 11.5 µM | 330,000 tested, 0.2% active | AID 504810;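 active means activity change below a set negative limit, meaning inhibition stronger than a set level, cut at about -70% in these data; inconclusive means activity change between two set negative limits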; further: on the % scale 0 is the no-effect control and ±100 the full control effect
Target sequence (P16473 whole entry, looked up): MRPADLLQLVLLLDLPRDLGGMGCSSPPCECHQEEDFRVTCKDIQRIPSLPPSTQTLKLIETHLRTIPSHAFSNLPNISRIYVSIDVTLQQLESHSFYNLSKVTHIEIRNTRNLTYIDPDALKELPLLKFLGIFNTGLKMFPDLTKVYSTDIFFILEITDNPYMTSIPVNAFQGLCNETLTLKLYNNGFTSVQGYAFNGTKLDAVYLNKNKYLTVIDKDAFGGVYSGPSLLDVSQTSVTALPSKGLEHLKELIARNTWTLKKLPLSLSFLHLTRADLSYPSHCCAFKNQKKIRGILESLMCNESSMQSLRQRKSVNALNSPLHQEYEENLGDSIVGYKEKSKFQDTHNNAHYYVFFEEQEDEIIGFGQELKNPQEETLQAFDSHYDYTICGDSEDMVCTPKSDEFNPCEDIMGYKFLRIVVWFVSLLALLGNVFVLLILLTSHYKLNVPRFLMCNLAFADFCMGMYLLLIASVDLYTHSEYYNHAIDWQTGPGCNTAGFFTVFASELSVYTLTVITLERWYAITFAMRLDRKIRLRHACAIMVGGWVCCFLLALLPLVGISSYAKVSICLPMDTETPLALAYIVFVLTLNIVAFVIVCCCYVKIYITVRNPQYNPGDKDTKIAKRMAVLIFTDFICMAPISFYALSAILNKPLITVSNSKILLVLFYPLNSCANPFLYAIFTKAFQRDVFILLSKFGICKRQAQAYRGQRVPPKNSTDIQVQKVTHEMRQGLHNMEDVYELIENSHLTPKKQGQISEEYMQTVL
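Read-out is FRET at 665 nm (cryptate excitation 337 nm) from a cryptate-tagged anti-cAMP antibody, competed by cell cAMP against cAMP-d2. Compounds are tested on freshly harvested TSHR cells challenged with 4nM TSH (EC80) for 2 hours at 37 deg C.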
Mito fusion yeast: mitochondrial division inhibition or fusion activation. 320,000 tested, 0.23% active. Potency, µM (top dose mostly 46.1 µM), for inactives: at the top dose growth rescue (activation), actives largely listed as activators. S. cerevisiae fusion-defective mutant growth rescue, CellTiterGlo 48 h;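 further: potency means the concentration at half of the fitted maximal effect; % of control where 0% means no effect; nearly all actives have a fitted effect of over 45% in size; temperature-sensitive fusion mutants such as fzo1-1 at 37 °C on non-fermentable ethanol glycerol medium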
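Temperature-sensitive fusion-defective S. cerevisiae (e.g. fzo1-1, mgm1-5) were grown with compound in YPEG medium (3% ethanol, 3% glycerol) for 48 hours at 37C. Growth rescue was measured as viability by CellTiterGlo luminescence after 10 minutes at ambient.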
AT treatment: potential ataxia-telangiectasia treatments restoring KAP-1 phosphorylation; […] A-T fibroblasts, KAP-1 phosphorylation AlphaLISA; neocarzinostatin DNA damage 30 min before lysis; Potency, µM (doses to about 57.5 µM), inactives show top-dose activation, hits mostly activators; 320,000 tested, 0.19% active; further: potency means the concentration at half of the fitted maximal effect; % of control where 0% means no effect; nearly all actives have a fitted effect of over 45% in size
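hTERT-immortalized A-T patient fibroblasts ([…]), 500 cells/well in OPTI-MEM, 1% FBS, got compounds for 60 min, then NCS for 30 min at 37C. Lysates were then assayed for phospho-KAP-1 by AlphaLISA (anti-pKAP1 donor, anti-KAP1 acceptor beads), 6 hr at 25C.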
ELG1 DNA repair: inhibitors of ELG1-dependent DNA repair in HEK293T cells. HEK293T ELG1-luciferase reporter, luminescence, 16 h; DNA damage induced by 5-fluorouridine. Potency, µM (titrated, usually from 46.1 µM), for the others: at the top dose activity change, negative = inhibition, usual class: inhibitors. 330,000 tested, 2.3% active. AID 504467; further: potency means the concentration at half of the fitted maximal effect; on the % scale 0 is the no-effect control and ±100 the full control effect; nearly all actives have a fitted effect of over 55% in size
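HEK293T cells expressing luciferase-tagged ELG1 (2,000/well) received 5-Fluorouridine plus compound or DMSO for 16 hr at 37 °C. Luciferase was read by ONE-Glo luminescence after 30 min at room temperature.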
Eya2 phos inh: inhibitors of human Eya2 phosphatase activity. O00167. recombinant Eya2, OMFP fluorescence dephosphorylation (OMFP is methylfluorescein phosphate). Potency, µM (highest dose often 76.9 µM), for inactives: at the highest dose activity, negative = inhibition, actives largely listed as inhibitors. 330,000 tested, 0.006% active. AID 488837; further: potency means the concentration at half of the fitted maximal effect; on the % scale 0 is the no-effect control and ±100 the full control effect
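Eya2 (0.2 uM) preincubated 10 min at ambient with compound, then OMFP substrate added at 50 uM; 10 min reaction in 50 mM HEPES pH 7.5, 50 mM NaCl, 5 uM MgCl2, 0.05% BSA, 1 mM DTT. Fluorescence read at Ex 485/Em 525 nm.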
S-ASM inh: inhibitors of human secretory acid sphingomyelinase. P17405. placental ASM, HMU-PC fluorogenic substrate, 60 min. Potency, µM (top dose mostly 57.5 µM), without a hit: top-dose activity change, negative = inhibition, most hits filed as inhibitors. 340,000 tested, 0.006% active. AID 504937; further: potency means the concentration at half of the fitted maximal effect
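qHTS format. ASM enzyme prepared from human placenta hydrolyses the fluorogenic substrate HMU-PC0 (9 uM final) over 60 min at 37 °C after a 10 min compound preincubation.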
Active calls of the source: *; ? = inconclusive; · = not tested or not shown; & = joins results of further samples; [ ] = dose if it differs, or a comment. Unless noted, the call rests on the fitted dose curve; in most records, active means well fitted curve in the direction sought with a large enough effect; inconclusive means small, poorly fitted or top-dose-only effect, or another doubt; inactive means no such curve, though single readings can be large; an effect the other way counts as inactive or inconclusive.

SMILES | a7 integrin act | TCR activator | TSG101-PTAP inh | Tb PFK inh | Chronic BCR inh | TSHR antagonist | Mito fusion yeast | AT treatment | ELG1 DNA repair | Eya2 phos inh | S-ASM inh
CCCCS(=O)(=O)N1CCN(S(=O)(=O)c2ccc(Cl)s2)CC1 | 0% | 2% | -5% | 4% | ? | 5 | 2% | 7% | 2% | 0% | 4%
COC(=O)c1ccc(NC(=O)CCN2CCN(c3ccccc3)CC2)cc1 | -9% | -3% | 3% | -8% | 4% | -14 | -6% | 5% | 0% | -7% | 3%
COc1ccccc1CNCC(=O)Nc1ccc(N2CCOCC2)cc1 | 1% | 1%[46.1 µM] | -6% | 2% | 8% | 2 | 0% | 3% | 1% | -1% | 6%
Cc1cccc(NC(=O)C23CCC(C)(/C(=N/O)C2)C3(C)C)c1 (centres undefined) | -17%[7.66 µM] | -2% | 1% | 2% | 2% | -13 | 9% | -11% | -10% | 6% | -4%
Cc1noc(C)c1S(=O)(=O)Nc1ccccc1N1CCOCC1 | 18% | 5% | 0% | 1% | 4% | -10 | 0% | 3% | 3% | 14% | -3%
Fc1ccc(NC(=S)Nc2cc(-c3ccccc3)[nH]n2)cc1Cl | -26% | -14% | 1% | -19% | ? | 12 | -1% | -8% | ? | -7% | -12%
Cc1oc(-c2ccccc2)cc1C(=O)Nc1cccc(/C=C\C(=O)O)c1 | 9% | 4% | -2% | 2% | ? | -25 | -5% | 3% | -5% | 6% | -2%
O=C1CC(N2CCN(S(=O)(=O)c3cccc(C(F)(F)F)c3)CC2)C(=O)N1Cc1ccccc1 (centres undefined) | -10% | 0% | -6% | 0% | 6% | 4 | -5% | 13% | ? | -2% | -1%
COc1ccc2c(c1OC)C(=O)O[C@@H]2[C@H]1c2c(cc3c(c2OC)OCO3)CCN1C | · | 4% | 0% | -1% | 3% | -15&-4 | ? | -2% | -17% | 5%&3% | -2%
CCn1cc([N+](=O)[O-])c(C(=O)N2N=C(c3ccc4ccccc4c3)CC2c2cc(Br)ccc2O)n1 (centres undefined) | -57%[inhibitor] | 3%[46.1 µM] | -6% | -3% | 19% | -18 | -3% | · | ? | -7% | -16%
NC(=O)CCS(=O)(=O)c1ccc(Cl)cc1 | 0% | -19% | -10% | 3% | 0% | -4 | -8% | -1% | -9% | -1% | 2%
C#CCOCCOCCOCCNc1nc(N2CCN(C(=O)CCCCCCCCCCNC(=O)[C@H](CCCCN)n3cc(C)nn3)CC2)nc(N2CCN(C(=O)CCCCCCCCCCNC(=O)[C@@H]([C@H](C)O)n3cc(C)nn3)CC2)n1 | -20% | -2% | -4% | -15% | ? | -1 | -8% | -2% | 14µM* | -15% | -12%
CCCN(CC#CC(O)(c1ccccc1)c1cccnc1)CCC (centres undefined) | -14% | -2% | 0% | 0% | ? | -2 | 12% | -1% | ? | -1% | 4%
O=C(CCCn1c(SCC(=O)c2ccccc2)nc2ccccc2c1=O)NCC1CCCO1 (centres undefined) | -14% | -33% | 0% | 0% | -3% | 10 | -2% | · | ? | -3% | -4%
COc1ccccc1-n1c(CNC(=O)c2ccco2)nnc1SCC(=O)Nc1nccs1 | -8% | -3% | -3% | 3% | ? | -2 | 1% | 12% | -11% | -3% | 0%
CCOC(=O)N1CCC(N2Cc3cccc(C(=O)Nc4ccc(F)cc4)c3C2=O)CC1 | -8% | · | -5% | 3% | ? | 13 | 1% | -7% | -2% | 14% | -10%
O=C(Nc1nccs1)C1CCCN1S(=O)(=O)c1ccc(Cl)cc1 (centres undefined) | 21% | -7% | -8% | 4% | 5% | 0 | 5% | 7% | 3% | -4% | 0%
CC1S/C(=C(\C#N)C(=O)NCc2ccco2)N(c2ccc(F)cc2)C1=O (centres undefined) | -32% | -3% | -5% | -3% | 6% | -15 | -2% | -1% | 1% | -4% | 0%
Cc1cc(C)n(-c2nnc(C)n2/N=C/c2ccccc2F)n1 | -3% | 3% | -3% | -2% | -1% | -2 | -1% | 2% | 9% | -19% | 2%
CS(=O)(=O)c1ccc2nnn(OCC(=O)Nc3cccc(C#N)c3)c2c1 | -16% | -5% | -1% | 4% | ? | 22 | 7% | 7% | ? | 7% | 5%
CCCCn1c(SCC(=O)Nc2ccc(OC)cc2)nc2ccc(N3CCOCC3)cc2c1=O | -26% | -2% | -7% | -1% | 0% | 4 | -2% | -8% | ? | 6% | 17%
CCC(NC(=O)C1(C)CC1(Br)Br)c1ccc(C)cc1 (centres undefined) | -13% | 3% | -6% | -5% | -3% | 2 | 7% | -5% | -1% | 7% | 3%
Cc1ccc(CS(=O)(=O)CCC(=O)NCc2ccc3c(c2)OCO3)cc1 | 1% | · | -1% | 3% | 1% | 17 | 2% | 7% | 14% | -1% | 1%
Cc1cc(C)n2nc(C)c(Br)c2n1 | 9% | -6% | -4% | -6% | 3% | 9 | -5% | 7% | 8% | -1% | 1%
Cc1cccc(NC(=O)C2CCCN2S(=O)(=O)c2ccc(Cl)cc2)n1 (centres undefined) | 1% | -2% | 0% | -10% | -1% | -12 | 6% | 3% | -6% | 4% | -6%
Later entries:
SMILES | a7 integrin act | TCR activator | TSG101-PTAP inh | Tb PFK inh | Chronic BCR inh | TSHR antagonist | Mito fusion yeast | AT treatment | ELG1 DNA repair | Eya2 phos inh | S-ASM inh
COc1ccc(C(CNC(=O)c2ccc(S(=O)(=O)N3CCOCC3)cc2)N2CCCCC2)cc1 (centres undefined) | -13% | -16% | 1% | 1% | -1% | -1 | -3% | 16% | 0% | -14% | -1%
COc1cc(-c2nc3cccc(C)n3c2NCC2CCCO2)ccc1O (centres undefined) | 13% | · | 1% | -21% | -15% | -2 | -3% | 0% | -10% | 5% | 80%[activator]
COc1cc(OC)cc(OC(=O)C2CCN(S(=O)(=O)c3ccc(OC)c(OC)c3)CC2)c1 | -4% | -1% | -2% | 0% | 0% | · | 12% | 7% | -1% | 6% | ·
COC(=O)c1cc(-c2cc(OC)ccc2OC)nc2c1c(=O)n(C)c(=O)n2Cc1ccccc1 | -1% | -10% | -8% | 2% | 3% | -6 | -14% | 8% | 9.2µM* | -1% | 36%
Cc1ccc(OCc2nc(C#N)c(NCc3ccco3)o2)cc1 | -47%[inhibitor] | 1% | -2% | 0% | 0% | -6 | 15% | · | 17% | -15% | -3%
CC(/C=N/NC(=O)c1n[nH]c2c1CCC2)=C\c1ccccc1 | -17% | · | -4% | 0% | ? | 12 | -2% | 17% | ? | -26% | -3%
Cc1cccc(Cn2c(N3CCN(CCO)CC3)nc3c2c(=O)[nH]c(=O)n3C)c1 | 15% | -1% | -5% | -2% | 1% | 6 | -2% | 3% | -6% | -3% | -1%
Cc1nc(-c2ccccc2)sc1C(=O)/C=C/c1ccc(Cl)cc1 | 11% | 7% | 1% | -7% | ? | 2 | 2% | 2% | 14% | 1% | -12%
O=C(c1cn(Cc2ccccc2)nc1-c1cccnc1)N1CCN(Cc2ccccc2)CC1 | 0% | -8% | -6% | 1% | 1% | -6 | 0% | 1% | -9% | -8% | 0%
Cc1nc(NCCc2ccc(S(N)(=O)=O)cc2)c2c(C)c(C)sc2n1 | -48%[inhibitor] | 5% | -3% | 3% | 1% | -32 | 1% | -2% | 13µM* | -26% | -1%
Cc1cc([N+](=O)[O-])ccc1NC(=O)c1ccc(NC(=O)C(C)C)cc1 | -1% | -1% | 3% | -2% | -1% | -2 | 4% | -3% | ? | -7% | -1%
Cc1ccc(C(=O)NCCNc2ncc(C(F)(F)F)cc2Cl)cc1[N+](=O)[O-] | -31% | 0% | -7% | 6% | 7% | -113* | 27% | -1% | 0% | -17% | -8%
CC(C)CCn1c(=O)c2ccccc2n2c(CN3CCCC3)nnc12 | -21% | 3% | 0% | 8% | 5% | -6 | 2% | -10% | 13% | -5% | 0%
COc1cc(OC)c(-n2cc(-c3ccc(OC)c(OC)c3)[nH]c2=S)cc1Cl | -10% | 3% | -2% | -3% | ? | -7 | -38%[inhibitor] | -3% | 3% | 17% | 0%
O=C(OCC(=O)N1CCCC1)c1ccccc1OCc1ccccc1 | -13% | -19% | -5% | -4% | -20% | -3 | 1% | 2% | ? | 3% | 4%
